Compound activity as filed in PubChem.
FXIa inh 1536 – human FXIa protease inhibitors, primary screen, biochemical, 1536-well. Coagulation factor XI (Homo sapiens), P03951. hit rate 0.14% among 220,000. purified FXIa, Boc-Glu-Ala-Arg-AMC fluorogenic substrate. inhibition, % at 5 µM;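 active = inhibition of at least 40%; inactive = inhibition below 40%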;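 note: fluorescence of freed AMC excited at 355 nm; 0% = enzyme without compound and 100% = no enzyme blank; many of its hits are not listed in these tables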
Target sequence (P03951 19-387 limits assumed): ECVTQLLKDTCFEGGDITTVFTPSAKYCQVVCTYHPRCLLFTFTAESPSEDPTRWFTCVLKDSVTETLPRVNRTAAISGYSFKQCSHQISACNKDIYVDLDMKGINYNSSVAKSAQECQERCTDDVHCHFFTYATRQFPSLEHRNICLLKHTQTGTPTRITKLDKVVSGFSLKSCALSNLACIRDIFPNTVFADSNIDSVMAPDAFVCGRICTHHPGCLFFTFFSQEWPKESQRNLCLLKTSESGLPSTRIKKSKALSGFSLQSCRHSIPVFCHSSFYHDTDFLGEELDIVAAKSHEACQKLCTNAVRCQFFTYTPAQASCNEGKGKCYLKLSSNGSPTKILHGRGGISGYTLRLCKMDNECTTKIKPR
Target sequence (P03951 388-625 limits assumed): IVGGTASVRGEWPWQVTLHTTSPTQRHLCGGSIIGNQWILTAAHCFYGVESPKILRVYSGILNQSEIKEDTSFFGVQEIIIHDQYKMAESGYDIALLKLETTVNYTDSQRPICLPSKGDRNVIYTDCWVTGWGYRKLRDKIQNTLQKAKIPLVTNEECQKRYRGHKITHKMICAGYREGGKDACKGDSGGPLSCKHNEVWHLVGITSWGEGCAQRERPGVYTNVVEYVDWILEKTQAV
EP2 antag – human EP2 receptor antagonists, primary screen, TR-FRET cAMP, C6 glioma cells | AID 1422, 2008 | inhibition, % at 25 µM | hit rate 0.52% among 260,000 | C6 glioma cells expressing human EP2; cells stimulated with saturating PGE2;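 active = percent inhibition above 40 after rounding to a whole number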;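 note: rat C6 glioma host cells with rolipram phosphodiesterase inhibitor present; the protocol text gives 20 µM as final concentration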
Target sequence (P43116 whole entry, looked up): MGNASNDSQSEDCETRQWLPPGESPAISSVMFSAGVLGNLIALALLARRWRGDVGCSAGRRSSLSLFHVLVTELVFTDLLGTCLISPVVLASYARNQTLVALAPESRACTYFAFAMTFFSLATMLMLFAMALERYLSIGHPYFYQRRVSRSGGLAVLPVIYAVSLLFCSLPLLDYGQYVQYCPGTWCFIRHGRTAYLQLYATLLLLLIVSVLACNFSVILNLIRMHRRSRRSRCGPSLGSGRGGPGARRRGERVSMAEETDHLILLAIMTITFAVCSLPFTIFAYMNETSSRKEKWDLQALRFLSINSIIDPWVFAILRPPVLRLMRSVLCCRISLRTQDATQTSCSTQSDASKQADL
FXIIa inh 1536 – human FXIIa protease inhibitors, primary screen, biochemical, 1536-well. purified FXIIa, Boc-QGR-AMC fluorogenic substrate, 2 h. inhibition, % at 5 µM. hit rate 0.3% among 220,000. AID 800, 2007; in the data active = inhibition above about 40%;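 note: 0% = enzyme with no compound and 100% = blank without enzyme; many of its hits are not listed in these tables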
zVAD death inh – inhibitors of zVAD-triggered necroptosis, primary screen, L929 cells; L929 zVAD necroptosis rescue, ATP luminescence, 24 h; with zVAD 60 µM; viability rescue, % at 10 µM; hit rate 0.38% among 220,000;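 active = activation, scaled between plate controls, above about 75%, limit read from the data; inactive = activation under that limit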;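 note: 0% = zVAD with DMSO and 100% = DMSO alone without zVAD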
CHOP inh – inhibitors of CHOP promoter induction, primary screen, cell-based, unfolded protein response, luciferase reporter; hit rate 3.8% among 220,000; inhibition, % at 10 µM; CHO-K1 CHOP-promoter luciferase, tunicamycin-induced, 15-18 h;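 active = compounds that reduced the stress-induced luciferase reporter signal by more than about 70% of percent inhibition, limit read from the data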;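 note: 0% = tunicamycin plus vehicle and 100% = wells without tunicamycin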
PPC-1+TRAIL kill – compounds killing PPC-1 cancer cells with TRAIL present, primary screen, TRAIL potentiator project, ATPLite luminescence, uHTS; PPC-1 cells + TRAIL, ATPLite viability luminescence; cell killing (% activity), % at 4 µM; hit rate 0.41% among 220,000; AID 1443, 2008;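 active = cell killing above 50% in the first pass at 4 µM, then a duplicate retest at 5 µM averaging 50% or more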;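 note: plate controls were cells with TRAIL plus DMSO for no effect and medium-only wells lacking cells for full effect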
Tb hexokinase – Trypanosoma brucei hexokinase 1 inhibitors, primary screen, biochemical, G6PDH-coupled NADH absorbance, MLSCN library; hexokinase 1 [Trypanosoma brucei]; inhibition, % at 10 µM; hit rate 0.11% among 220,000; recombinant TbHK1, G6PDH-coupled NADH A340;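 active = inhibition of 50% or more in the single-dose primary screen; inactive = inhibition below 50%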
TNF necrop inh – inhibitors of TNF-alpha triggered necroptosis, primary screen, cell-based, Jurkat FADD-/-, single concentration | activation (protection from cell death), % at 10 µM | Jurkat FADD-/- TNF necroptosis rescue, ATP luminescence, 24 h; 0 = TNF only, 100 = no-TNF cells | AID 463075, 2010 | hit rate 0.068% among 220,000;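 active = activation, meaning protection from cell death, of at least 50% relative to plate controls; inactive = activation below 50%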;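 note: necroptosis triggered by 40 ng/mL TNF-alpha added together with compound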
Wee1 degr inh – Wee1 degradation inhibitors, primary screen, cell-based, HeLa, Wee1K328M-luciferase, luminescence. Wee1-like protein kinase (Homo sapiens), P30291. HeLa Luc-Wee1K328M stability; 100% = proteasome inhibitor MG132 effect. reporter increase, % at 5 µM. hit rate 1.2% among 220,000. AID 1321, 2008;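 active = activation above the mean of all tested compounds plus 3 SD, set per screening run, cut at about 8.8% in these data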;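 note: cells exposed to compound for 20 h before luminescence read; 0% = DMSO alone and 100% = MG132 at 30 µM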
Starred values were filed as active, the others as inactive; & = joins results of further samples; [ ] = another dose, or the depositor's remark. These rows are one share of the data; rates above refer to the full screens.

Start of the data: the first 4 records, to show the layout:
For CN1C(=O)N(c2nnc(C(C)(C)C)s2)C(=O)C1c1ccccc1 (stereo not given) the results were FXIa inh 1536 2, EP2 antag 2, FXIIa inh 1536 9, zVAD death inh 1.4, CHOP inh 20, PPC-1+TRAIL kill -16, Tb hexokinase -7, TNF necrop inh 1.5 and Wee1 degr inh 1.
For Cc1nc2ccc(N=NC3=C(O)CC(C)(C)CC3=O)cc2s1 the results were FXIa inh 1536 22, EP2 antag 4, FXIIa inh 1536 22, zVAD death inh 1.4, CHOP inh -5, PPC-1+TRAIL kill 22, Tb hexokinase 24, TNF necrop inh 1.0 and Wee1 degr inh 1.
`Cc1ccc(C)c(C(=O)CSc2n[nH]c(-c3ccncc3)n2)c1` gave FXIa inh 1536 -7, EP2 antag 17, FXIIa inh 1536 2, zVAD death inh 0.4, CHOP inh 4, PPC-1+TRAIL kill 13, Tb hexokinase -6, TNF necrop inh 0.8 and Wee1 degr inh -2.
For O=S(=O)(c1ccc(OCc2nc3ccccc3s2)c(Cl)c1)N1CCOCC1 the results were FXIa inh 1536 5, EP2 antag 9, FXIIa inh 1536 16, zVAD death inh -1.1, CHOP inh -38, PPC-1+TRAIL kill 31, Tb hexokinase -14, TNF necrop inh 1.7 and Wee1 degr inh -2.

The list itself (from the top)
For CN1C(=O)N(c2nnc(C(C)(C)C)s2)C(=O)C1c1ccccc1 (stereo not given) the results were FXIa inh 1536 2, EP2 antag 2, FXIIa inh 1536 9, zVAD death inh 1.4, CHOP inh 20, PPC-1+TRAIL kill -16, Tb hexokinase -7, TNF necrop inh 1.5 and Wee1 degr inh 1.
For Cc1nc2ccc(N=NC3=C(O)CC(C)(C)CC3=O)cc2s1 the results were FXIa inh 1536 22, EP2 antag 4, FXIIa inh 1536 22, zVAD death inh 1.4, CHOP inh -5, PPC-1+TRAIL kill 22, Tb hexokinase 24, TNF necrop inh 1.0 and Wee1 degr inh 1.
`Cc1ccc(C)c(C(=O)CSc2n[nH]c(-c3ccncc3)n2)c1` gave FXIa inh 1536 -7, EP2 antag 17, FXIIa inh 1536 2, zVAD death inh 0.4, CHOP inh 4, PPC-1+TRAIL kill 13, Tb hexokinase -6, TNF necrop inh 0.8 and Wee1 degr inh -2.
For O=S(=O)(c1ccc(OCc2nc3ccccc3s2)c(Cl)c1)N1CCOCC1 the results were FXIa inh 1536 5, EP2 antag 9, FXIIa inh 1536 16, zVAD death inh -1.1, CHOP inh -38, PPC-1+TRAIL kill 31, Tb hexokinase -14, TNF necrop inh 1.7 and Wee1 degr inh -2.
CC(C)Oc1ccc(CCN=C(N)N=C(N)N)cc1Cl was read as FXIa inh 1536 -4, EP2 antag 8, FXIIa inh 1536 0, zVAD death inh 1.4, CHOP inh -1, PPC-1+TRAIL kill 20, Tb hexokinase 0, TNF necrop inh -1.3 and Wee1 degr inh -5.
For Cc1cc(O)c(-c2cc(O)c(C)cc2O)cc1O the results were FXIa inh 1536 12, EP2 antag 134*, FXIIa inh 1536 7, zVAD death inh 6.7, CHOP inh -154, PPC-1+TRAIL kill 12, Tb hexokinase 8, TNF necrop inh -30 and Wee1 degr inh -1.
Cc1ccc(CNC(=O)c2coc(=O)c3ccccc23)o1 was read as FXIa inh 1536 -3, EP2 antag 9, FXIIa inh 1536 8, zVAD death inh -0.1, CHOP inh -44, PPC-1+TRAIL kill 4, Tb hexokinase -1, TNF necrop inh -10 and Wee1 degr inh -2.
Screening COCCNC(=O)c1cc2cc(Cl)cc(Cl)c2oc1=O returned FXIa inh 1536 1, EP2 antag 2, FXIIa inh 1536 11, zVAD death inh 1.5, CHOP inh 4, PPC-1+TRAIL kill -17, Tb hexokinase -5, TNF necrop inh 1.2 and Wee1 degr inh 3.
Screening CC(C)CC1(C)NC(=O)N(CC(=O)Nc2ccc3c(c2)CCC3)C1=O (stereo not given) returned FXIa inh 1536 -6, EP2 antag 17, FXIIa inh 1536 3, zVAD death inh 5.9, CHOP inh 13, PPC-1+TRAIL kill 21, Tb hexokinase -4, TNF necrop inh 0.5 and Wee1 degr inh -2.
`Cc1ccc(NS(=O)(=O)c2ccc(OCC(=O)N3CCOCC3)cc2)cc1` gave FXIa inh 1536 5, EP2 antag 12, FXIIa inh 1536 19, zVAD death inh -0.6, CHOP inh -13, PPC-1+TRAIL kill -20, Tb hexokinase 15, TNF necrop inh -1.1 and Wee1 degr inh -1.
c1ccc(-c2ccn3nnnc3n2)cc1 was read as FXIa inh 1536 -5, EP2 antag 10, FXIIa inh 1536 8, zVAD death inh 0.0, CHOP inh 26, PPC-1+TRAIL kill 8, Tb hexokinase -3, TNF necrop inh -1.5 and Wee1 degr inh -4.
Screening CCN(CC)CCNC(C(=O)Nc1cc(C(F)(F)F)ccc1Cl)c1ccccc1 (stereo not given) returned FXIa inh 1536 10, EP2 antag 8, FXIIa inh 1536 5, zVAD death inh -0.2, CHOP inh 7, PPC-1+TRAIL kill 1, Tb hexokinase 18, TNF necrop inh 3.3 and Wee1 degr inh -3.
COC(=O)c1ccccc1NC(=S)N(Cc1ccc2c(c1)OCO2)Cc1cc2cc(OC)ccc2[nH]c1=O was read as FXIa inh 1536 0, EP2 antag 5, FXIIa inh 1536 8, zVAD death inh 2.4, CHOP inh 17, PPC-1+TRAIL kill 9, Tb hexokinase -11, TNF necrop inh -6.0 and Wee1 degr inh -3.
Cc1ccc(S(=O)(=O)NCCSCc2ccccc2)cc1 was read as FXIa inh 1536 3, EP2 antag 10, FXIIa inh 1536 11, zVAD death inh -0.2, CHOP inh 22, Tb hexokinase 5, TNF necrop inh -0.7 and Wee1 degr inh 0.
Screening COc1ccc(CNC(=O)C2CC(c3ccc(C(F)(F)F)cc3)=NO2)cc1 (stereo not given) returned FXIa inh 1536 -4, EP2 antag 6, FXIIa inh 1536 8, zVAD death inh 0.5, CHOP inh 5, PPC-1+TRAIL kill 3, Tb hexokinase 2 and TNF necrop inh -9.0.
Screening CCOC(=O)C1CCN(C(=O)COc2ccc(Cl)cc2Cl)CC1 returned FXIa inh 1536 12, EP2 antag 2, FXIIa inh 1536 8, zVAD death inh -0.1, CHOP inh 28, PPC-1+TRAIL kill 19, Tb hexokinase 2, TNF necrop inh 0.3 and Wee1 degr inh 0.
For CC(=O)C1C(c2ccco2)c2c(noc2C)CC1(C)O (stereo not given) the results were FXIa inh 1536 0, EP2 antag 6, FXIIa inh 1536 -4, zVAD death inh 0.4, CHOP inh 4, PPC-1+TRAIL kill -9, Tb hexokinase -7, TNF necrop inh 0.8 and Wee1 degr inh 6.
Screening O=C(O)/C=C/C(=O)NNc1ccc([N+](=O)[O-])cc1 returned FXIa inh 1536 -2, EP2 antag -2, FXIIa inh 1536 7, zVAD death inh 1.6, CHOP inh -1, Tb hexokinase -28, TNF necrop inh -1.7 and Wee1 degr inh -1.
Cc1nn(C)c(C(=O)N2CCOCC2)c1Cl was read as FXIa inh 1536 9, EP2 antag 3, FXIIa inh 1536 11, zVAD death inh 0.4, CHOP inh 16, PPC-1+TRAIL kill 24, Tb hexokinase 0, TNF necrop inh 0.0 and Wee1 degr inh -2.
Screening COc1cc(C2Nc3ccc4ncccc4c3C3=C2C(=O)CCC3)cc(OC)c1OC (stereo not given) returned FXIa inh 1536 -2, EP2 antag 3, FXIIa inh 1536 3, zVAD death inh -1.2, CHOP inh -28, PPC-1+TRAIL kill 3, Tb hexokinase -16, TNF necrop inh -2.4 and Wee1 degr inh 0.
Screening CCNC(=O)NC(=O)C(C)OC(=O)c1ccc(SC)cc1OC (stereo not given) returned FXIa inh 1536 9, EP2 antag 3, FXIIa inh 1536 -1, zVAD death inh 7.5, CHOP inh 0, Tb hexokinase -3, TNF necrop inh 0.9 and Wee1 degr inh -1.
For CN(CC(=O)NC(=O)NCc1ccco1)Cc1nc2ccccc2c(=O)[nH]1 the results were FXIa inh 1536 4, EP2 antag 11, FXIIa inh 1536 8, zVAD death inh -0.2, CHOP inh 14, PPC-1+TRAIL kill 2, Tb hexokinase 1, TNF necrop inh 1.1 and Wee1 degr inh -2.
`Cc1ccc(S(=O)(=O)NC(CC(=O)NCC2CCCO2)c2ccccc2)cc1` (stereo not given) gave FXIa inh 1536 -3, EP2 antag 10, FXIIa inh 1536 3, zVAD death inh 1.3, CHOP inh 27, PPC-1+TRAIL kill 19, Tb hexokinase -8, TNF necrop inh 0.3 and Wee1 degr inh 3.
Screening Nc1ccc(S(=O)(=O)c2ccc(N)cc2)cc1 returned FXIa inh 1536 -1, EP2 antag 15&11, FXIIa inh 1536 11, zVAD death inh 5.6, CHOP inh -1, PPC-1+TRAIL kill 10, Tb hexokinase -5, TNF necrop inh 3.0 and Wee1 degr inh 2.
Cc1onc(-c2ccccc2Cl)c1C(=O)NCc1ccc2c(c1)cc(C)n2C was read as FXIa inh 1536 4, EP2 antag 10, FXIIa inh 1536 9, zVAD death inh 0.2, CHOP inh 26, PPC-1+TRAIL kill 4, Tb hexokinase -10 and TNF necrop inh 1.2.
`COc1ccc(NC(=O)CSc2nc3nc(-c4cccs4)cc(C(F)(F)F)c3c(=O)[nH]2)c(OC)c1` gave FXIa inh 1536 13, EP2 antag 16, FXIIa inh 1536 13, zVAD death inh 0.4, CHOP inh 17, PPC-1+TRAIL kill 8, Tb hexokinase -9, TNF necrop inh -0.5 and Wee1 degr inh -2.
For CCC(NC(=O)c1ccccc1NC(=O)c1ccc(C)cc1)C(=O)O (stereo not given) the results were FXIa inh 1536 -12, EP2 antag 8, FXIIa inh 1536 5, zVAD death inh 0.2, CHOP inh -17, PPC-1+TRAIL kill 16[5 µM], Tb hexokinase -10, TNF necrop inh 0.6 and Wee1 degr inh 7.
Screening COc1cccc(C(=O)Nc2cccc(NC(C)=O)c2)c1 returned FXIa inh 1536 -6, EP2 antag 4, FXIIa inh 1536 8, zVAD death inh 2.1, CHOP inh 7, PPC-1+TRAIL kill 27, Tb hexokinase -9, TNF necrop inh -1.0 and Wee1 degr inh 1.
`Cc1[nH]nc2c1C(c1cnn(C)c1)C(C#N)=C(N)O2` (stereo not given) gave FXIa inh 1536 4, EP2 antag 1, FXIIa inh 1536 12, zVAD death inh 0.3, CHOP inh 20, PPC-1+TRAIL kill 1, Tb hexokinase -25, TNF necrop inh -0.3 and Wee1 degr inh -1.
For CSCCNCc1c(C(=O)N2CCOCC2)nc2c(C)cccn12 the results were FXIa inh 1536 -6, EP2 antag 7, FXIIa inh 1536 5, zVAD death inh 8.0, CHOP inh -3, PPC-1+TRAIL kill -1, Tb hexokinase -2, TNF necrop inh 0.5 and Wee1 degr inh -2.
Screening O=C(CN1CCCCCC1)N1c2ccccc2Sc2ccccc21 returned FXIa inh 1536 -3, EP2 antag 4, FXIIa inh 1536 6, zVAD death inh -0.1, CHOP inh 28, PPC-1+TRAIL kill 19, Tb hexokinase 12, TNF necrop inh 2.8 and Wee1 degr inh 5.
Brc1ccccc1OCCOCCOc1cccc2cccnc12 was read as FXIa inh 1536 5, EP2 antag 17, FXIIa inh 1536 2, zVAD death inh 0.5, CHOP inh 3, Tb hexokinase -8, TNF necrop inh -0.4 and Wee1 degr inh 3.
